Sm TGR inh: blocks Schistosoma mansoni thioredoxin glutathione reductase; Q962Y6; purified TGR, DTNB reduction, TNB absorbance 405 nm; Potency, µM (highest dose often 114 µM), for the others: top-dose activity change, negative = inhibition, hits mostly inhibitors; 360,000 tested, 3% active; also: potency is read from the fitted curve at half-maximal effect; nearly all actives have a fitted effect of over 60% in size
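First, TGR (20 nM dispensed) and NADPH were mixed with compound. Second, a 15 min room-temperature incubation followed. Third, further NADPH and then DTNB were added to start the reaction. Finally, TNB absorbance was monitored kinetically.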
LmPK inhibitor: blocks Leishmania mexicana pyruvate kinase activity; Q27686; purified LmPK, Kinase-Glo ATP luminescence, 1 h; Potency, µM (highest dose often 57.5 µM), for the others: at the highest dose activity change, negative = inhibition, most hits filed as inhibitors; 290,000 tested, 0.37% active; AID 1721; also: potency is read from the fitted curve at half-maximal effect
Target sequence (Q27686 whole entry, looked up): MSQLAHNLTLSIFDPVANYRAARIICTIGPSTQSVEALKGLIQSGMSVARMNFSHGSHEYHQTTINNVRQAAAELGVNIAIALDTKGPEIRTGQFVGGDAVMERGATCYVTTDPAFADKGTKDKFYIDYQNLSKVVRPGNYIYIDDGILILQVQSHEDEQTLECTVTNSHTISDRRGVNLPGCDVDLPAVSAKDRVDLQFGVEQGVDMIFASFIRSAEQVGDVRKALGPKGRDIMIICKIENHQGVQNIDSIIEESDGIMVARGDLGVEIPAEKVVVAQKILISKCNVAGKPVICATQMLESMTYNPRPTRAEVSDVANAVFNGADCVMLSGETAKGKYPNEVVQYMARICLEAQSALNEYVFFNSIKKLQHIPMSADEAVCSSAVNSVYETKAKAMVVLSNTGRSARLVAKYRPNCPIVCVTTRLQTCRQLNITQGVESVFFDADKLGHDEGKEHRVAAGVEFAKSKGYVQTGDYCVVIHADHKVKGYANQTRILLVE
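In 50 mM imidazole pH 7.2 with 7 mM MgCl2, LmPK (0.1 nM) turned over PEP (0.5 mM) and ADP (0.1 mM) for 1 h at room temperature. Luciferase read-out of ATP.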
AmpC no deterg: inhibitors of E. coli AmpC beta-lactamase without detergent. P00811. AmpC nitrocefin hydrolysis, absorbance 480 nm, 0.0001% Triton. Potency, µM (series often up to 57.1 µM), without a hit: at the highest dose activity change, negative = inhibition, most hits filed as inhibitors. 330,000 tested, 0.52% active;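 also: potency is read from the fitted curve at half-maximal effect; plate controls were no compound for no effect and no enzyme for full effect; nearly all actives have a fitted effect of over 20% in size; some results filed as inactive show a strong effect at the top dose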
Target sequence (P00811 whole entry, looked up): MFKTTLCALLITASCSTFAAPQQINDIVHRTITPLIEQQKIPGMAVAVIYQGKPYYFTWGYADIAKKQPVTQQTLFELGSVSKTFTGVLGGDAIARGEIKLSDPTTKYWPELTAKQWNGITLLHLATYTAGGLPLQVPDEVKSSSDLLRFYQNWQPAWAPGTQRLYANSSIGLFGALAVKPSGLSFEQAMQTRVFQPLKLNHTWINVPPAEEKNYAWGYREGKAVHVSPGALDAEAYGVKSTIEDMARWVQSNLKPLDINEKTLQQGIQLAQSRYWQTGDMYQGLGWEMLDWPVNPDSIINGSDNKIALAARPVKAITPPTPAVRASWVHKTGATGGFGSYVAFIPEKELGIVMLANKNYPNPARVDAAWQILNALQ
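20 mM phosphate pH 7.0 + 0.01% (detergent screen) or 0.0001% Triton X-100; 5.3 nM AmpC reagent; cpd preinc 15 min RT; nitrocefin (800 uM stock) to start; A480 q20 s × 4 min; Activity was normalised to no-enzyme and no-compound control wells.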
AMA1-RON2 inh: AMA1-RON2 (P. falciparum) interaction inhibition | Potency, µM (titrated, usually from 58.2 µM), for inactives: top-dose activity change, negative = inhibition, actives largely listed as inhibitors | 360,000 tested, 0.2% active | AlphaScreen AMA1-biotinylated RON2 peptide binding;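 also: potency is read from the fitted curve at half-maximal effect; 0% = vehicle wells and -100% = peptide control; nearly all actives have a fitted effect of over 45% in size; some results filed as inactive show a strong effect at the top dose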
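AMA1 (3D7) with his tag at 25 nM final met compounds first, then biotinylated RON2 peptide at 25 nM; detection used donor plus acceptor beads, 10 µg/mL apiece, read by AlphaScreen after 30 min at room temperature.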
HCMV antiviral: human cytomegalovirus inhibition. HFF cells, HCMV-luciferase reporter, 72 h; stronger effect = lower value. activity change, negative = inhibition, % at 57.5 µM. 410,000 tested, 4.5% active. AID 1259415; in the data active = activity change below about -60%; inconclusive = no clear call, values can overlap the other calls; inactive = above about -39%
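Two-dose cell screen: HFF monolayers treated with compounds and infected with luciferase-expressing HCMV at 1 PFU/cell, 72 h at 37C, then lysed for luciferase measurement.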
Tb PYK inh: blocks Trypanosoma brucei pyruvate kinase. TbPYK enzyme, Kinase-Glo Plus ATP luminescence, 45 min. Potency, µM (titrated, usually from 76.8 µM), for the others: at the top dose activity, negative = inhibition, usual class: inhibitors. Q57TT1. 410,000 tested, 0.12% active; also: potency is read from the fitted curve at half-maximal effect; nearly all actives have a fitted effect of over 50% in size
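Glycolytic pyruvate kinase of T. brucei was incubated with substrate, test compound and 130 uM ADP for 45 minutes at room temperature. Luminescent Kinase-Glo Plus signal was measured after 10 minutes.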
AmpC detergent: inhibitors of E. coli AmpC beta-lactamase with detergent | AmpC hydrolysis of nitrocefin, absorbance 480 nm, 0.01% Triton | AID 485294 | Potency, µM (top dose mostly 114 µM), without a hit: at the top dose activity change, negative = inhibition, hits mostly inhibitors | P00811 | 370,000 tested, 0.041% active;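 also: potency is read from the fitted curve at half-maximal effect; 0% = no-compound wells and -100% = no-enzyme wells; nearly all actives have a fitted effect of over 25% in size; some results filed as inactive show a strong effect at the top dose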
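20 mM phosphate pH 7.0 + 0.01% (detergent screen) or 0.0001% Triton X-100; 5.3 nM AmpC reagent; cpd preinc 15 min RT; nitrocefin (800 uM stock) to start; A480 q20 s × 4 min; Activity was normalised to no-enzyme and no-compound control wells.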
* = called active by the depositor; ? = inconclusive; · = no result given; & = joins results of further samples; [ ] = remark or other dose. Unless noted, calls follow the shape of the dose curve; as a rule, active = well fitted curve in the direction sought with a large enough effect; inconclusive = small, poorly fitted or top-dose-only effect, or another doubt; inactive = no such curve, though single readings can be large; an effect the other way counts as inactive or inconclusive. Unless noted, % is scaled to controls: 0 for no effect and ±100 for the full control effect.

canonical_smiles	Sm TGR inh	LmPK inhibitor	AmpC no deterg	AMA1-RON2 inh	HCMV antiviral	Tb PYK inh	AmpC detergent
CCN(C(=O)CCNC(=O)Cn1cnc2ccccc2c1=O)c1cc(OC)ccc1OC	1.7%	·	·	·	2.7	-3.8%	7.2%
N#Cc1ccc(C[C@H](C(=O)O)N2C(=O)c3ccc(C(=O)O)cc3C2=O)cc1	6.0%	·	-3.8%	·	·	·	?
Cc1ccc(CC(=O)Nc2nnc(-c3ccc(F)cc3)o2)c(C)c1	-15.0%	-3.4%	-25.9%	101.9%[activator]	·	-1.9%	-14.1%
COc1cccc(NC(=O)Nc2c(C)n(C)n(-c3ccccc3)c2=O)c1	-8.5%	-1.7%	-21.6%	-2.4%	-26.3	1.2%	-5.3%
COc1ccc(NC(=O)C2CCN(c3ccc(Sc4ccc(C)cc4)nn3)CC2)cc1	8.6%	·	·	·	-3.0	1.0%	4.3%
Cc1cccc(C)c1-n1nnnc1SCSc1nnnn1-c1c(C)cccc1C	1.5%	6.4%	-15.9%	-3.3%	5.3	-0.5%	4.0%
COc1ccc(N2C(=O)c3ccccc3NC2c2ccc(OC)c(COc3ccccn3)c2)cc1 (stereo not given)	-6.2%	-0.3%	-27.9%	-7.1%	60.4	0.6%	-12.4%
COc1cccc(CNC(=O)Cn2nc(N3CCN(c4ccccc4OC)CC3)ccc2=O)c1	11.2%	·	·	·	-3.3	1.2%	4.0%
CCCCNC(=O)C(C#N)c1nc2ccccc2nc1N1CCCC1 (stereo not given)	3.8%	0.2%	-3.9%	·	·	·	-4.0%
COCCN(C(=O)c1csnn1)C(C(=O)NC1CCCC1)c1ccc(C)cc1 (stereo not given)	-0.2%	1.1%	-12.2%	3.0%	15.7	-2.2%	-6.0%
CC(=O)Nc1ccc(S(=O)(=O)NC(CC(=O)N2CCC3(CC2)OCCO3)C(C)C)cc1 (stereo not given)	-5.0%	-5.7%	3.0%	-0.8%	-22.9	2.0%	?
CC1(Oc2ccc(-n3ccnc3)cc2)CCN(Cc2cccn2-c2nccs2)C1 (stereo not given)	·	·	·	-29.3%	-3.6	3.9%	·
CC(=O)NCc1ccc2[nH]c(C)cc2c1	39.8µM*	-1.5%	-12.7%	5.5%	33.4	-5.2%	?
Cc1ccc(S(=O)(=O)Oc2ccccc2/C=C2\SC(=O)NC2=O)cc1	·	2.2%	-36.7%	-1.6%	-11.4	1.4%	-0.9%
CC(O)CNc1ccc(-c2nn(C)c(=O)c3ccccc23)cc1[N+](=O)[O-] (stereo not given)	·	2.0%	-5.3%	-4.5%	112.7	-3.6%	4.7%
CCOc1cc(C(=O)N2CCC3(CC2)NCCc2[nH]cnc23)cc(OCC)c1OCC	-31.7%	8.7%	-0.9%	-3.5%	56.4	-1.0%	-2.5%
CC(CCCN(C)C)C(Cc1ccccc1)c1ccccc1 (stereo not given)	·	·	·	-12.6%	-77.9*	1.3%	·
CN(C)C1N(C(=O)c2ccccc2)N=C2c3ccccc3S(=O)(=O)N21 (stereo not given)	-10.4%	3.6%	13.7%	0.0%	0.7	-3.9%	-4.3%
Cc1cccc(N2CCN(CC(O)COc3ccccc3)CC2)c1 (stereo not given)	·	·	·	-4.7%	80.8	-6.5%	·
CCNc1ncnc2c1nnn2C	2.5%	·	·	·	42.8	-6.0%	0.8%
O=C(Cn1cc(C(F)(F)F)cc(Cl)c1=O)Nc1cc(S(=O)(=O)N2CCOCC2)ccc1Cl	-14.3%	1.1%	-30.5%	-13.2%	6.6	-12.5%	-8.3%
COc1ccccc1-c1nnc(Nc2nc3c(OC)cccc3s2)o1	2.7%	-5.5%	-20.8%	30.0%[activator]	-75.9*	2.1%	-4.7%
O=C(Nc1cccc(S(=O)(=O)N2CCOCC2)c1)C1=NN(c2ccccc2)C(=O)CC1	-11.8%	4.2%	43.7%	-3.8%	22.6	0.9%	-19.5%
O=C(COC(=O)c1cc[n+]([O-])cc1)Nc1cccc(Br)c1	1.6%	·	-31.3%	-17.4%	-22.8	5.7%	-1.9%
O=C(NCc1cccs1)c1ccccc1C(=O)NCc1cccs1	7.9%	-1.3%	-4.2%	3.1%	3.6	-8.1%	-13.3%

Full records from above. Order of values: Sm TGR inh	LmPK inhibitor	AmpC no deterg	AMA1-RON2 inh	HCMV antiviral	Tb PYK inh	AmpC detergent
Profile of `Cc1cccc(N2CCN(CC(O)COc3ccccc3)CC2)c1` (stereo not given) = ·	·	·	-4.7%	80.8	-6.5%	·
Profile of `CCN(C(=O)CCNC(=O)Cn1cnc2ccccc2c1=O)c1cc(OC)ccc1OC` = 1.7%	·	·	·	2.7	-3.8%	7.2%
Profile of `O=C(Nc1cccc(S(=O)(=O)N2CCOCC2)c1)C1=NN(c2ccccc2)C(=O)CC1` = -11.8%	4.2%	43.7%	-3.8%	22.6	0.9%	-19.5%
Profile of `CC(=O)NCc1ccc2[nH]c(C)cc2c1` = 39.8µM*	-1.5%	-12.7%	5.5%	33.4	-5.2%	?
Profile of `Cc1cccc(C)c1-n1nnnc1SCSc1nnnn1-c1c(C)cccc1C` = 1.5%	6.4%	-15.9%	-3.3%	5.3	-0.5%	4.0%

(continued)
canonical_smiles	Sm TGR inh	LmPK inhibitor	AmpC no deterg	AMA1-RON2 inh	HCMV antiviral	Tb PYK inh	AmpC detergent
O=C(Nc1ccc2c(c1)S(=O)(=O)N=C1CCCCCN12)c1ccccc1Cl	-14.5%	-2.2%	-17.9%	3.5%	10.0	-1.0%	-9.9%
O=C(Nc1ccc(Oc2cccnc2)cc1)C1CCN(Cc2cc(Cl)ccc2O)CC1	-13.8%	6.1%	-13.3%	3.0%	-82.8*	1.9%	2.0%
O=C(Nc1sc2c(c1C(=O)O)CCCCC2)c1ccccc1	1.6%	-22.2%	9.5%	-22.8%	10.8	3.5%	-2.2%
Cc1ccc(C(c2ccc(C)o2)c2cccc([N+](=O)[O-])c2O)o1	?	3.2%	-29.9%	?	0.7	-5.4%	-5.5%
CCSc1cc(N2CCCC2)nc(-c2ccccc2)n1	4.2%	-3.5%	-10.5%	3.8%	-10.2	6.6%	-2.8%
CC(c1ccco1)N(C(=O)c1ccc(C(F)(F)F)cc1)c1ccccn1 (stereo not given)	-34.3%	0.8%	26.3%	-0.3%	4.7	-3.5%	-0.5%
CC1CCN(S(=O)(=O)c2ccc3c(c2)CC(C)N3C(=O)C2CCC2)CC1 (stereo not given)	4.3%	0.1%	14.8%	-1.7%	-3.9	-3.0%	1.8%
CCCC(=O)C1=C(c2ccc(C)cc2)N(C(=O)CCC)n2cnnc2S1	-1.9%	·	·	·	-94.6*	1.8%	-0.1%
CC(C)(C)C(=O)/C(=C/c1ccc(Cl)cc1)n1cncn1	?	2.9%	3.8%	-1.8%	-102.3*	3.6%	-0.6%
O=C(Nc1ccnn1C1CCN(Cc2ccc(O)c(Cl)c2)CC1)C1CCCC1	-4.5%	-4.5%	-5.7%	-5.3%	16.4	3.3%	1.4%
CCOc1cccc(OCCn2cnc3ccccc3c2=O)c1	-2.7%	3.9%	-19.0%	-9.8%	32.0	6.0%	-14.1%
CC1=C(c2ccc(C)c(C)c2)S(=O)(=O)N(Cc2ccc(C(=O)NCc3ccccc3F)cc2)C1=O	-2.3%	·	·	·	-7.2	1.9%	0.8%
CCC(=O)N1CCc2cc(Br)cc(S(=O)(=O)CCC(=O)NCCc3ccc(Cl)cc3)c21	-3.7%	·	·	·	-21.1	4.2%	4.9%
O=C(c1ccccc1)c1coc2ccc(O)c(Cl)c12	-26.8%	0.4%	-8.8%	-9.2%	28.4	0.6%	5.9%
COc1cc(OC)c(N(C)C(=O)c2cc3c(s2)-c2ccccc2OC3)cc1Cl	4.4%	·	·	·	-14.9	-1.2%	25.8%
Brc1ccccc1OCCCn1cnc2ccccc21	-10.8%	0.1%	28.6%	?	33.2	-3.1%	4.1%
O=C1NCCNC(=O)c2ccccc2OCCOc2ccccc21	-3.9%	0.9%	-26.6%	-1.1%	?	1.3%	2.4%
CC(C)(C)n1nnnc1C(c1ccccc1F)N(Cc1ccco1)CC1CCCO1 (stereo not given)	?	3.2%	60.5%[activator]	-4.5%	?	-0.4%	?
Cc1ccc2nc(COc3ccccc3NC(=O)COc3ccc(F)cc3)cc(=O)n2c1	-1.4%	·	·	·	-38.8	4.1%	16.6%
O=C(NCCn1cc(SCc2ccc(C(F)(F)F)cc2)c2ccccc21)c1cccs1	10.4%	·	·	·	-22.9	2.5%	6.4%
O=C(c1ccc2c(=O)n(CCc3ccccc3)c(=O)[nH]c2c1)N1CCN(c2ccc(F)cc2)CC1	6.8%&-4.7%	-0.7%	-10.7%	-9.7%	-37.7&3.2	-4.1%&4.1%	-9.5%&-8.8%
Cc1cccc(NC(=O)Cn2c(=O)n(CCCS(=O)(=O)C3CCCCC3)c(=O)c3ccccc32)c1	-3.8%	·	·	·	-8.5	0.4%	-6.4%
COc1ccc(OC)c(NC(=O)Nc2cccc(OCc3cc(=O)n4cc(C)ccc4n3)c2)c1	?	·	·	·	-21.6	-8.4%	-0.1%
COc1ccc(NC(=O)C2CCN(C(=O)[C@@H]3Cc4ccccc4CN3)CC2)cc1	-9.5%	-2.9%	-1.7%	-11.3%	-17.0	-2.6%	-9.3%
COc1ccc2c(c1)c1c(c(=O)n(Cc3ccccc3)c(=O)n1CC(=O)NCc1ccccc1)n2C	-5.3%	·	·	·	2.8	-10.2%	-8.6%

A second format for some results above.
> O=C(Nc1ccc(Oc2cccnc2)cc1)C1CCN(Cc2cc(Cl)ccc2O)CC1
  Sm TGR inh = -13.8%
  LmPK inhibitor = 6.1%
  AmpC no deterg = -13.3%
  AMA1-RON2 inh = 3.0%
  HCMV antiviral = -82.8*
  Tb PYK inh = 1.9%
  AmpC detergent = 2.0%
> O=C(NCCn1cc(SCc2ccc(C(F)(F)F)cc2)c2ccccc21)c1cccs1
  Sm TGR inh = 10.4%
  LmPK inhibitor = ·
  AmpC no deterg = ·
  AMA1-RON2 inh = ·
  HCMV antiviral = -22.9
  Tb PYK inh = 2.5%
  AmpC detergent = 6.4%

Compound activity: PubChem, National Center for Advancing Translational Sciences (NCATS)
